DT40 TDP1 no CPT = qHTS for Inhibitors of human tyrosyl-DNA phosphodiesterase 1 (TDP1): qHTS in cells in absence of CPT. DT40 Tdp1-/- hTDP1 cells, no CPT, ATP luminescence, 48 h. Potency, µM (doses to about 46.2 µM), for the others: at the top dose activity change, negative = growth inhibition, usual class: inhibitors. actives 15% (n = 420,000). AID 686978, 2013; note: nearly all actives have a fitted effect of over 55% in size
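DT40 Tdp1-/-;hTDP1 cells, no CPT (DMSO vehicle only), 400 cells/well; compounds pin-transferred; ≥48 hr, 37 °C; CellTiter-Glo 30 min RT dark, luminescence read.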
TDP1 inh = TDP1 (human) enzyme inhibition | AID 485290 | Potency, µM (titrated, usually from 130 µM), without a hit: top-dose activity change, negative = inhibition, hits mostly inhibitors | recombinant TDP1, AlphaScreen DNA substrate cleavage | Q9NUW8 | actives 0.28% (n = 350,000); note: nearly all actives have a fitted effect of over 40% in size
Target sequence (Q9NUW8 whole entry, looked up): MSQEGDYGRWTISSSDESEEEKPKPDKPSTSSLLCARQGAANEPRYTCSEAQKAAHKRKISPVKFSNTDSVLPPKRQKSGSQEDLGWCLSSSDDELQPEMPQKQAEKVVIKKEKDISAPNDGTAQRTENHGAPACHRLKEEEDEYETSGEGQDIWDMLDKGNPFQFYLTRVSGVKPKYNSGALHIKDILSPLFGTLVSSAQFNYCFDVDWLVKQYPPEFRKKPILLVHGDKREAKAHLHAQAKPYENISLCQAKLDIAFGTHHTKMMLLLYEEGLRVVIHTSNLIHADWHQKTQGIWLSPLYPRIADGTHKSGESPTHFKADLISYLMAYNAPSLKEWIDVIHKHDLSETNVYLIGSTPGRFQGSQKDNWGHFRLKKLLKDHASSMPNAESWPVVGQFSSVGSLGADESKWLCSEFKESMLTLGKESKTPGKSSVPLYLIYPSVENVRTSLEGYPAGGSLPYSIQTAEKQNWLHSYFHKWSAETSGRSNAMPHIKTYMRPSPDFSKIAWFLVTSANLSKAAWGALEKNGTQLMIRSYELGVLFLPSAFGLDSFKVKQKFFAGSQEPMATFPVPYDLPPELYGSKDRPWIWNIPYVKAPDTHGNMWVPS
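Steps: enzyme plus compound, 15 min RT; add biotin/phosphotyrosine-FITC oligonucleotide (15 nM final), react 5 min; add donor/acceptor beads (10 ug/ml final), 10 min; read AlphaScreen. Tdp1 at 1 nM final.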
DT40 TDP1 CPT = DT40-hTDP1 cell growth loss with CPT. chicken DT40 Tdp1-/-;hTDP1 cells + 20 nM CPT, ATP luminescence, 48 h. Potency, µM (doses to about 46.2 µM), inactives show top-dose activity change, negative = growth inhibition, actives largely listed as inhibitors. actives 12% (n = 420,000); note: nearly all actives have a fitted effect of over 55% in size
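Chicken DT40 Tdp1-/- cells stably complemented with human TDP1 were seeded at 400 cells/well in medium containing 20 nM camptothecin, exposed to pin-transferred compounds, and grown at 37 °C for at least 48 hr. Viability was read as ATP luminescence.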
Numbers without * were called inactive; ? = inconclusive; / = no result given; [ ] = remark or other dose. Calls come from the whole dose curve; as a rule, active = well fitted curve in the direction sought with a large enough effect; inconclusive = small, poorly fitted or top-dose-only effect, or another doubt; inactive = no such curve, though single readings can be large; an effect the other way counts as inactive or inconclusive. % is set by controls: 0 for no effect and ±100 for the full control effect; potency is the fitted concentration of half-maximal effect.

SMILES | DT40 TDP1 no CPT | TDP1 inh | DT40 TDP1 CPT
CCc1c(C)sc(NC(=O)C2CC2c2ccccc2)c1C(N)=O (stereo not drawn) | ? | 4% | -11%
COc1cccc(/C=N/NC(=O)c2cc(-c3ccccn3)nc3ccccc23)c1O | 8.2µM* | 2% | 9.2µM*
COC(=O)c1ccc(CSc2nnc(-c3ccncc3)o2)cc1 | -3% | / | ?
CCn1c2ccc(C)cc2c2nnc(NN)nc21 | 9.2µM* | 6% | 18µM*
CCCn1nnnc1NC(=O)c1cccs1 | ? | 7% | ?
COC(=O)/C(C(C)=O)=C(/C=C/C=C/N(C)C)N(C)C | -2% | -15% | -9%
C=C1CCN(C(C)C(=O)OC)S(=O)(=O)c2ccccc21 (stereo not drawn) | 12% | 2% | 11%
Cc1ccc(C)c2[nH]c(=O)c(CN(CCN3CCCC3)C(=O)Nc3cccc(Cl)c3)cc12 | 18µM* | 1% | 23µM*
CCNC(=O)c1ccc(C23CC4CC(CC(C4)C2)C3)o1 | 15µM* | -5% | ?
O=C(NCC1CC1(Cl)Cl)Nc1ccc(Cl)c(Cl)c1 (stereo not drawn) | ? | 0% | ?
CC(C)CCCC(C)CCCC(C)CCCCC(C)CCCC(C)CCCC(C)C (stereo not drawn) | -3% | 4% | 1%
Cc1ccc(SCCC(=O)Nc2cc(C)on2)cc1 | 1% | 1% | 0%
Cc1cnc(C(=O)OC(C)C(=O)Nc2cccc3ccccc23)cn1 (stereo not drawn) | 7% | -11%[0.505 µM] | -4%
CN(C(=O)COC(=O)c1ccccc1NCCO)C1CCS(=O)(=O)C1 (stereo not drawn) | -1% | -13% | -1%
CCOC(=O)N1CCC(NC(=O)c2cnn(-c3cccc(Cl)c3C)c2C2CCN(C(=O)OC(C)(C)C)CC2)CC1 | -10% | -1% | -15%
Cc1ccc2oc(C(=O)Nc3sc4c(c3C(=O)NCc3ccco3)CCC4)cc(=O)c2c1 | ? | 0% | -13%
Cn1c(=O)c(Sc2ccc(Cl)cc2)c(O)c2ccccc21 | -22% | 10% | 5%
O=c1c(-c2ccccc2)nc2cnc(Oc3cccc(Cl)c3)nc2n1C[C@H]1CCCO1 | -30% | / | -13%
Cc1ccc2oc(C(=O)N3CCC(O)(c4ccccc4)CC3)c(C)c2c1 | ? | 1% | ?
CC1CCCN(S(=O)(=O)c2cccc(C(=O)NCC3CCCO3)c2)C1 (stereo not drawn) | -8% | -1% | -13%
COc1ccc(CNC(=O)c2cnc(C)cn2)cc1 | -11% | -3% | 0%
Cc1ccc(NC(=O)CSCC(=O)OCc2cc(=O)oc3cc(O)ccc23)c(C)c1 | -28% | 0% | 12%
CCn1nnc2cc(C(=O)Nc3cc(Cl)ccc3C)ccc21 | ? | 0% | -13%
COc1ccc2[nH]c(=O)c(CN(Cc3ccccc3)Cc3nnnn3CC3CCCO3)cc2c1 (stereo not drawn) | ? | 8% | ?
O=C(N/N=C/c1ccc(N2CCOCC2)s1)c1ccccc1Br | -4% | 1% | 12%
Cn1cnnc1SC1c2cccc3cccc(c23)C1NS(=O)(=O)c1ccccc1 (stereo not drawn) | -4% | 2% | 5%
O=C(NC(=S)Nc1ccc(O)cc1)c1cncc(Br)c1 | -9% | / | -8%
O=C(CCn1c(=O)sc2ccccc21)NCCN1CCOCC1 | -5% | / | 2%
O=C(CC1C(=O)NCCN1Cc1cccc(C(F)(F)F)c1)NC1CCOCC1 (stereo not drawn) | 3% | 3% | 0%
O=C(C1CCC1)N1CCc2cc(S(=O)(=O)N3CCCCC3)ccc21 | ? | 7% | ?

A second format for part of the listing above.
| Structure | DT40 TDP1 no CPT | TDP1 inh | DT40 TDP1 CPT |
| --- | --- | --- | --- |
| Cc1ccc2oc(C(=O)N3CCC(O)(c4ccccc4)CC3)c(C)c2c1 | ? | 1% | ? |
| CC1CCCN(S(=O)(=O)c2cccc(C(=O)NCC3CCCO3)c2)C1 (stereo not drawn) | -8% | -1% | -13% |
| COc1ccc(CNC(=O)c2cnc(C)cn2)cc1 | -11% | -3% | 0% |
| Cc1ccc(NC(=O)CSCC(=O)OCc2cc(=O)oc3cc(O)ccc23)c(C)c1 | -28% | 0% | 12% |
| CCn1nnc2cc(C(=O)Nc3cc(Cl)ccc3C)ccc21 | ? | 0% | -13% |
| COc1ccc2[nH]c(=O)c(CN(Cc3ccccc3)Cc3nnnn3CC3CCCO3)cc2c1 (stereo not drawn) | ? | 8% | ? |
| O=C(N/N=C/c1ccc(N2CCOCC2)s1)c1ccccc1Br | -4% | 1% | 12% |

(further entries)
SMILES | DT40 TDP1 no CPT | TDP1 inh | DT40 TDP1 CPT
CN(Cc1cnn(C)c1)C(=O)CC1C(=O)NCCN1Cc1cccc(Oc2ccccc2)c1 (stereo not drawn) | -5% | / | -23%
Cc1ccc(NC(=O)c2cccc(NC(=O)CCC(=O)O)c2)cc1C | -12% | 3% | 22%
CCC(NC(=O)c1ccncc1)c1ccccc1 (stereo not drawn) | ? | 3% | -3%
Cc1ccc(N(CC2CO2)S(=O)(=O)c2ccc(C)cc2)cc1 (stereo not drawn) | ? | 3% | ?
Cc1ccc2c(c1)C(=O)C(=O)N2Cc1ccccc1 | 1µM* | 6% | 1.2µM*
CCCn1nnc(NC(=S)NC(=O)c2ccccc2OC)n1 | 18µM* | 1% | ?
Cc1ccc(-n2nnnc2SCC(=O)Nc2c(C)n(C)n(-c3ccccc3)c2=O)cc1 | -10% | -9% | 0%
CCCCCCC(=O)NNC(=O)c1c(O)c2ccccc2n(CCC)c1=O | ? | 6% | ?
O=C(C(Cl)Cl)N1c2ccccc2OCC1c1ccccc1 (stereo not drawn) | 15µM* | -1% | 18µM*
COc1ccc(CC(=O)Nc2ccccc2N2CCCC2)cc1OC | ? | 6% | ?
COc1ccccc1NC(=O)Cn1cnc2sc(C(=O)Nc3cc(OC)c(OC)c(OC)c3)c(C)c2c1=O | ? | 1% | ?
C=CCn1c(CSc2ccccc2[N+](=O)[O-])n[nH]c1=S | -20% | / | 5%
Cc1cccc(C)c1C(O)c1ncc(-c2ccccc2Cl)[nH]1 (stereo not drawn) | -10% | / | -25%
Cc1ccc2[nH]cc(C(=O)CCl)c2c1 | 4.1µM* | 0% | 2.6µM*
CCOc1cc(-c2nnc(SCC(=O)NC3CCCCC3)nc2-c2ccc(OC)c(OCC)c2)ccc1OC | ? | 2% | ?
O=C(c1ccco1)N1CCN(C2CN(C3CCCC3)S(=O)(=O)C2)CC1 (stereo not drawn) | 0% | / | -5%
COCCn1c(C)cc(C(=O)CN2C(=O)NC3(CCCCCC3)C2=O)c1C | 3% | 3% | 1%
COc1ccc(OCC(=O)Nc2ccc3c(c2)nc(CCNC(=O)c2ccco2)n3C)cc1 | 5% | 6% | -5%
CCc1ccc2c(c1)C(C)=CC(C)(C)N2 | ? | -3% | ?
NN1C(=O)NC(c2ccccc2)(c2ccccc2)C1=O | 16% | 0% | -6%
Cc1sc(-c2ccncc2)nc1OC(=O)c1ccccc1 | -23% | 8% | -25%
COc1ccc(C2C3=C(CCCC3=O)Nc3nc(SCc4ccc(C(=O)O)cc4)nn32)cc1OC (stereo not drawn) | -19% | -8% | -2%
CCC(=O)Nc1cccc(NC(=S)NC(=O)c2cc3ccccc3o2)c1 | ? | 1% | ?
CSc1ccc(C(=S)N2CCCC2)cc1 | 0% | 4% | -13%
CC(C)(CNC(=O)C1c2ccccc2-c2ccccc21)N1CCOCC1 | 2% | -3%[0.0935 µM] | 9%
C=CCc1cccc2cc(-c3nc4ccc(C(=O)O)cc4[nH]3)c(=O)oc12 | -11% | / | 1%
CCOc1ccc(NC2OC(C)C(O)C(O)C2O)c([N+](=O)[O-])c1 (stereo not drawn) | 0% | 6% | 24%
Nc1c2c(nn1-c1ccccc1)CCC2 | -8% | / | ?
CC(C)Nc1nnc(SCC(=O)N2CCN(C(=O)c3ccco3)CC2)s1 | 0% | 0% | 0%
CCC1(CC)C(=O)C2=C3C1[C@H](C(=O)OC)CC(C(=O)OC)C[C@H]3[C@H]1C(=O)N(c3ccccc3)C(=O)[C@H]1[C@H]2C (stereo partly drawn) | -3% | 10% | -10%
C/C(=N\NC(=O)c1cc2ccccc2cc1O)c1cccs1 | 13µM* | / | -21%
C/C(=N\NC(=O)c1ccccc1OCc1ccc(F)cc1)c1ccccn1 | 5.2µM* | 2% | 4.6µM*
O=C1NC(=Nc2ccccc2)c2ccc([N+](=O)[O-])cc21 | ? | -3% | -17%
COC(=O)c1cccc(CC2(C)C(=O)Nc3ccc(OC(F)(F)F)cc32)c1 (stereo not drawn) | ? | / | ?
CCCN(CC(=O)Nc1ccccc1OC)C(=O)CN1C(=O)NC(C)(C)C1=O | -22% | / | 6%
Cc1cc(C(=O)NCCc2ccc(Cl)cc2)no1 | -27% | -2% | -9%
COc1ccccc1NC(=O)Cc1nnc(SCC(=O)Nc2nccs2)n1C | -21% | 9% | 0%
CCOc1ccccc1CN1CCNC(=O)C1CC(=O)NCc1ccccn1 (stereo not drawn) | 15% | 2% | -25%
CCCCN1C(=O)CN(C2CCCCCC2)C(=O)C1c1ccc(OC(C)C)c(OC)c1 (stereo not drawn) | ? | 0% | ?
O=C1CN(C(=O)COC(=O)CNS(=O)(=O)/C=C/c2ccccc2)c2ccccc2N1 | -15% | 8% | 1%
CCCN(CC(=O)Nc1ccccc1C)C(=O)C1CCN(S(=O)(=O)c2ccc(C)c(C)c2)CC1 | ? | / | ?
C[C@H](NC(=O)c1ccco1)C(=O)Nc1ccc2c(c1)OCO2 | -2% | 5% | 2%
CC(=O)c1ccc(Nc2nc(-c3sc(C)nc3C)cs2)cc1 | 1.8µM* | / | 2.1µM*
O=C(c1ccncc1)N1CCC2(CC1)CCN(c1cccc(-c3ccccc3)c1)CC2 | ? | / | ?
Cc1c(Br)c(=O)oc2c(C)c(O)ccc12 | ? | 0% | -17%
CCn1c(SCC(=O)Nc2cccc(C(C)=O)c2)nnc1C(C)C | -5% | 0% | -24%
CCOC(=O)N1CCC(NCCNC(=O)c2cccs2)CC1 | -6% | -9% | -7%
CCOC(=O)C1(CCCc2ccccc2)CCN(C(=O)c2ocnc2C)CC1 | ? | 3% | -30%
COCCN(Cc1ccccc1)C(=S)Nc1ccc(OC(F)F)cc1 | ? | 3% | 0%
O=C(CN1CCN(Cc2ccc(F)cc2Cl)CC1)NCc1ccccc1 | -21% | / | ?
COc1ccc([N+](=O)[O-])cc1NC(=O)c1ccc(N2C(=O)CCC2=O)cc1 | 14% | 2% | -2%
CCOc1ccc(NC(=O)c2cc3ccccc3cc2O)cc1 | ? | / | ?
COc1cccc(NC(=S)Nc2cc(C)cc(C)n2)c1 | -22% | 1% | -1%
Cc1cc(-c2nc(C)c(-c3nnc(SCC(=O)Nc4cc(Cl)cc(Cl)c4)n3C)s2)no1 | -25% | -6% | 4%
c1cnc2c(Oc3ncnc4sccc34)cccc2c1 | 8% | -3% | -2%
O=C(CCCCCn1c(=S)[nH]c2ccc(N3CCOCC3)cc2c1=O)NCc1ccc(Cl)cc1 | ? | -2% | ?
Cn1c(=O)oc2cc(S(=O)(=O)CCC(=O)NCc3ccc(Cl)cc3)ccc21 | -11% | -1% | -5%
Cc1[nH]nc2c1C(c1ccoc1)C(C#N)=C(N)O2 (stereo not drawn) | -1% | 6% | 10%
Cc1ccc(-c2nnn(CC(=O)Nc3ccccc3N3CCOCC3)n2)cc1 | ? | 4% | ?
COc1cc(N=Nc2ccc3ccccc3c2)ccc1O | 10% | / | ?

Random excerpt: two compounds from above
SMILES | DT40 TDP1 no CPT | TDP1 inh | DT40 TDP1 CPT
COCCN(Cc1ccccc1)C(=S)Nc1ccc(OC(F)F)cc1 | ? | 3% | 0%
Cc1ccc(-c2nnn(CC(=O)Nc3ccccc3N3CCOCC3)n2)cc1 | ? | 4% | ?

Following part.
SMILES | DT40 TDP1 no CPT | TDP1 inh | DT40 TDP1 CPT
N#CCC1c2ccccc2CCN1C(=O)Nc1cccc(Cl)c1 (stereo not drawn) | ? | 3% | ?
CCOC(=O)C1=C(N)Oc2c(oc(CO)cc2=O)C1c1ccc(Cl)cc1 (stereo not drawn) | -19% | 1% | -11%
COc1ccc(/C=N/NC(=O)c2nnn(-c3nonc3N)c2-c2cccs2)cc1OC | -3% | -2% | -13%
COc1cccc(/C=N/n2nnc3c(cnn3-c3ccccc3)c2=O)c1 | -8% | -1% | -7%
Cc1cccnc1C(NC(=O)C1CCN(Cc2ccc3ccccc3n2)CC1)c1ccc(Cl)cc1 (stereo not drawn) | 16µM* | / | ?
